From PubChem BioAssay
SR-BI uptake up: activators of SR-BI mediated HDL lipid uptake | activation, % at 12.5 µM | 320,000 compounds, 0.096% hits | CHO ldlA[mSR-BI] cells, DiI-HDL uptake fluorescence, 3 h; 100 = double the neutral-control signal | AID 504775;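 active means mean replicate activation of at least 60% and every replicate at or above 60%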;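 further: 0% = median plate neutral-control signal and 100% = twice that signal; values of inactives mirror those of a sister screen read the other way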
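Assay system: CHO ldlA[mSR-BI] cells, LDL receptor-null, SR-BI overexpressing; medium: Ham's F12 with 0.5% BSA, HEPES 25 mM, pH 7.4; also added: DiI-HDL 10 µg/mL; timing: 3 h uptake period with compound, 37 °C; signal: DiI fluorescence, bottom read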
Keap1-Nrf2 PPI: disrupts human Keap1 binding to Nrf2 peptide; Keap1 Kelch-Nrf2 peptide fluorescence polarization, 1536-well; inhibition, % at 9.4 µM; 340,000 compounds, 0.15% hits; in the data active means inhibition above about 12%;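 further: human Keap1 Kelch domain with fluorescein labeled Nrf2 9mer peptide probe; 0% = neutral control wells and 100% = peptide positive control; higher means more block of Keap1 binding to Nrf2 peptide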
DAGLB inh: diacylglycerol lipase beta (human) inhibition; 340,000 compounds, 0.059% hits; inhibition, % at 5.17 µM; AID 504411; HEK293T DAGLB membrane lysate, EnzChek fluorogenic substrate; Q8NCG7; in the data active means inhibition above about 34%;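 further: 0% = enzyme with vehicle and 100% = wells lacking enzyme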
Target sequence (Q8NCG7 whole entry, looked up): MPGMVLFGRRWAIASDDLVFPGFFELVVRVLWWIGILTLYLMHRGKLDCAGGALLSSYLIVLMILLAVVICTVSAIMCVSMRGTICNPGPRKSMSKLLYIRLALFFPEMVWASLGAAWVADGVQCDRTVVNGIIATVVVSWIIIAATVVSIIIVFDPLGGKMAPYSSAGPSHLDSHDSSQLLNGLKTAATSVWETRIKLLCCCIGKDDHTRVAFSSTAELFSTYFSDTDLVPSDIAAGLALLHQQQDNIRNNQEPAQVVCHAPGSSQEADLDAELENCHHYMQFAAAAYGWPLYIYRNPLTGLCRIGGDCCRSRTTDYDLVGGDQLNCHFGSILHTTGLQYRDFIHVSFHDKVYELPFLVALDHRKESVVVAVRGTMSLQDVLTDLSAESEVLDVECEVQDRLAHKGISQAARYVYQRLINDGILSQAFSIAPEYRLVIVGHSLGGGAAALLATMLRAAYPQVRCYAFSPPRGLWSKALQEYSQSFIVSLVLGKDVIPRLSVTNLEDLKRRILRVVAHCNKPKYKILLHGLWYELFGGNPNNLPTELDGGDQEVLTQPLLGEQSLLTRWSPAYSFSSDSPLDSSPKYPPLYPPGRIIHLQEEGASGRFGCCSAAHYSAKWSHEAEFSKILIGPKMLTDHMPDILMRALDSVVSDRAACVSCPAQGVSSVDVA
SR-BI DiI inh: blocks mouse SR-BI lipid uptake from DiI-HDL | inhibition, % at 12.5 µM | 320,000 compounds, 0.96% hits | AID 488896 | ldlA[mSR-BI] CHO cells, DiI-HDL uptake fluorescence, 3 h;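 active means mean replicate inhibition of at least 70% and a set share of replicates each scoring 70 or more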;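 further: 0% = median of neutral control wells and 100% = median of positive control wells; values of inactives mirror those of a sister screen read the other way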
C-LANA FP: inhibitors of KSHV LANA C-terminal domain DNA binding; MBP-C-LANA/FAM-LBS DNA binding, fluorescence polarization; inhibition, % at 9 µM; 340,000 compounds, 0.078% hits;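 active means highest replicate inhibition at or above 60% at 9 µM, even if other replicates fall short; inactive means all replicates below 60% inhibition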;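 further: 0% = neutral control wells and 100% = 4 µM acridine orange control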
PKA-R2B activ: PKA-R2B complex activation. PKA-R2B holoenzyme dissociation, Cy5-IP20 fluorescence polarization; R2B truncated from residue 108, S112A mutant; 0% DMSO only, 100% 113 µM cGMP. 340,000 compounds, 0.079% hits. P22694+P31323. AID 504700. activation, % at 11.4 µM;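 active means activation above a cutoff set at the mean over all compounds plus 3 SD, cut at about 18% in these data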;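 further: higher means more holoenzyme dissociation and a rise in polarization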
Target sequence (P31323 whole entry, looked up, other chains not shown, the tested form may be a part): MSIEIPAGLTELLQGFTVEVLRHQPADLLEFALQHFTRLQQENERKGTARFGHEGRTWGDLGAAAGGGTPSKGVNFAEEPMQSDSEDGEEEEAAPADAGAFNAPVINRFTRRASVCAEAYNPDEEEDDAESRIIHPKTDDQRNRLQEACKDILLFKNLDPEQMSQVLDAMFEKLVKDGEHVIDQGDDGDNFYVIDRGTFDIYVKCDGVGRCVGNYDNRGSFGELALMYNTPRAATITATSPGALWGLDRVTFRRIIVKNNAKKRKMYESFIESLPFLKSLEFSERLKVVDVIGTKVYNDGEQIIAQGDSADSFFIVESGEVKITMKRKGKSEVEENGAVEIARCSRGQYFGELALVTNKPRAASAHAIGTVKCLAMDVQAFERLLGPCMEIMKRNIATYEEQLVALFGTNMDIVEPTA
PvdQ acylase: blocks Pseudomonas aeruginosa PvdQ acylase activity | purified PvdQ acylase, fluorescence plate reader | inhibition, % at 10 µM | 340,000 compounds, 0.063% hits | AID 488965; in the data active means inhibition above about 30%, passing the limit was not always enough;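 further: 0% = vehicle neutral wells and 100% = reference inhibitor wells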
Arr AP2 block: blocks beta-arrestin peptide binding to AP2 adaptin; FITC-arrestin peptide / GST-AP2 beads, flow cytometry; AP2 beta2 appendage carries R879A mutation; inhibition, % at 10 µM; 340,000 compounds, 0.31% hits; AID 504490;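 active means inhibition above a set limit, near 3 SD of compounds lacking own fluorescence, cut at about 54% in these data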;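 further: plate controls were DMSO wells for no effect and 5 µM unlabelled arrestin peptide for full effect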
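System: GST-AP2 R879A glutathione beads; medium: PBS, Tween 20 0.05%, BSA 0.1%; reagent: fluorescein-tagged arrestin peptide at 50 nM final; schedule: pre-incubation 12 min, peptide binding 1 h, room temperature; detection: flow cytometry, FL1 (488/535 nm); read-out: inhibition as reduced fluorescein signal on beads, percent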
NSD2 HMT inh: blocks human histone methyltransferase NSD2; O96028; NSD2 peptide methylation, AlphaScreen, 120 min; inhibition, % at 12.5 µM; 310,000 compounds, 0.54% hits; AID 743445; in the data active means inhibition above about 50%
Cardiac RTF inh: cardiac RTF calcium desensitization. IANBD-labeled cardiac RTF, Ca2+ fluorescence. 340,000 compounds, 0.12% hits. P19429+P45379. inhibition, % at 7.15 µM;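 active means inhibition above the mean inhibition of all tested compounds plus 3 SD, cut at about 17% in these data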;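 further: assay run at fixed EC70 calcium of 1.6 mM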
Starred values were filed as active, the others as inactive; / = no result given.

SMILES	SR-BI uptake up	Keap1-Nrf2 PPI	DAGLB inh	SR-BI DiI inh	C-LANA FP	PKA-R2B activ	PvdQ acylase	Arr AP2 block	NSD2 HMT inh	Cardiac RTF inh
Cc1ccc(NC(=O)C2CCCNC2=O)nc1 (stereo not drawn)	15.7	3.0	-1.1	-15.7	0.9	4.0	-1.8	5.3	/	3.4
CC(=O)N1CC(=O)N=C1SCC(=O)Nc1nc(-c2ccccc2)c(-c2ccccc2)s1	-33.8	-0.1	-24.2	33.8	1.3	-8.3	-1.1	8.1	-0.6	-1.6
O=C(OCC(=O)N1CCc2ccccc21)c1cccnc1	-7.9	-0.9	3.4	7.9	1.8	6.0	-8.4	35.5	/	-12.6
CC1(C)OCC(COC(=O)Nc2cccnc2)([N+](=O)[O-])CO1	18.7	-3.1	0.7	-18.7	0.5	-17.7	-9.8	-14.0	/	-6.0
Cc1cccc(NC(=O)CSc2nnc(NC(=O)CN3CCOCC3)s2)c1	9.1	0.4	-1.8	-9.1	-0.6	-1.6	-3.3	34.0	2.4	-1.5
CCCC(C(=O)NCCC(C)C)N(Cc1ccc(F)cc1)C(=O)c1snc(C(N)=O)c1N (stereo not drawn)	19.1	-1.8	0.5	-19.1	0.0	-2.3	-0.3	9.8	-5.0	6.1
Cn1c(=O)c2c(nc(CN3CCN(Cc4ccccc4)CC3)n2Cc2cccc(Cl)c2)n(C)c1=O	-10.8	2.2	-0.2	10.8	-1.1	-4.5	-15.9	-7.9	/	-4.3
CN(CCOc1ccccc1)CC(O)COc1ccccc1 (stereo not drawn)	-0.8	-3.7	-4.9	0.8	0.2	0.0	-7.9	18.9	-1.7	4.2
CC1=C(O)C(=O)OC1c1c(Cl)cccc1Cl (stereo not drawn)	5.0	1.7	-2.8	-5.0	-0.1	2.7	-3.1	45.4	0.5	-2.9
COc1cc(-c2cc(C(=O)NCc3ccco3)c3ccccc3n2)cc(OC)c1OC	/	-2.0	-1.0	/	-2.3	-3.3	-6.4	-14.7	0.1	-3.2
CCc1noc(C)c1C(=O)NNC(=O)c1ccc(N(CC)CC)cc1	-18.6	2.1	-0.1	18.6	-1.5	-13.1	10.3	-5.4	0.7	-4.2
CCCCCOC(=O)NCCOC(=O)Nc1ccc(C(=O)OCC)cc1	-12.8	-1.2	-4.8	12.8	1.1	-1.5	-8.4	-6.7	4.0	-6.7
CCOC(=O)c1c2c3c(c(Cl)ccc3[nH]c1=O)C(=O)c1ccccc1-2	18.7	-0.6	/	-18.7	-0.5	/	-9.9	-3.6	-3.7	/
Cc1ccc(Cn2ccsc2=NC(=O)COC(=O)c2ccc(O)cc2O)cc1	-13.0	-0.5	-1.8	13.0	-0.7	-1.6	17.4	1.2	/	0.8
Cc1cccc(C)c1N=Nc1c(C)cc(O)cc1C	-67.7	-3.8	18.8	67.7	-6.2	-14.3	18.5	8.3	57.7*	-0.2
O=C(O)Cn1nnc2ccccc21	37.9	0.7	1.4	-37.9	-1.9	8.2	-8.9	9.5	-3.8	-5.5
Cc1c(N)cccc1-c1nc2ccccc2[nH]1	-16.7	-0.7	2.2	16.7	-0.7	2.0	-0.8	4.1	-1.6	5.7
Cc1cc([N+](=O)[O-])nn1CC(=O)NC1CCCCC1	-39.9	3.8	1.5	39.9	0.0	2.5	-9.8	-2.5	-5.0	2.3
COc1ccc(-c2nc(SCC(=O)Nc3nccs3)c(-c3ccc(Cl)cc3)[nH]2)cc1	-65.4	1.4	2.9	65.4	2.4	-3.0	12.5	8.7	/	-0.5
Cc1cc(C)c(NC(=O)CN(C)S(=O)(=O)c2ccc3c(c2)n(C)c(=O)c(=O)n3C)c(C)c1	-2.6	1.8	-1.4	2.6	0.3	-4.8	-12.4	-0.5	1.2	2.9
Cc1ccc(NC=C(S(=O)(=O)c2ccccc2)S(=O)(=O)c2ccccc2)c(C)c1	/	-1.3	-3.5	-7.1	0.0	-1.9	-15.5	11.4	1.3	-9.5
CC(=O)NCCc1cc2cc(C)c(C)cc2[nH]c1=O	32.5	-1.8	0.0	-32.5	-1.0	-3.4	8.8	-0.2	0.2	-3.1
COC(=O)c1sccc1NC(=O)CSc1ccccc1NS(=O)(=O)c1ccc(F)cc1	-20.6	-0.2	-3.0	20.6	-1.6	-11.2	-11.7	-8.7	0.8	5.3
Cc1ccc(C(C)C)c(OCC(=O)Nc2cccc(S(=O)(=O)NC3=NCCCCC3)c2)c1	-20.9	2.3	-2.6	20.9	-2.0	-9.7	9.2	0.5	0.0	-4.4
COc1ccc(C2N(Cc3ccccc3)CCN2Cc2ccccc2)cc1[N+](=O)[O-]	25.7	0.4	-5.1	-25.7	3.5	-6.8	-3.1	5.4	2.5	-16.4
C=C1CCN([C@@H](C)C(=O)OCc2ccc(C)cc2)S(=O)(=O)c2ccccc21	19.5	-3.4	-15.9	-19.5	-0.9	1.3	2.2	3.6	/	-11.2
O=C(NC1=NCCS1)C1CCCCC1	12.0	-2.4	-2.6	-12.0	5.0	1.9	-10.8	0.2	/	1.7
COc1ccccc1/C=C/C(=O)NC(=S)Nc1ccccn1	0.9	-1.8	-4.2	-0.9	0.5	3.6	-2.1	7.7	0.8	-4.0
c1coc(-c2nn3c(Cn4nnc5ccccc54)nnc3s2)c1	-14.7	3.5	-1.6	14.7	-0.1	10.2	13.9	3.7	1.7	-11.3
Cc1cccc(OCC(=O)OCC(=O)N2CCCc3ccccc32)c1C	2.4	-1.2	-6.6	-2.4	-1.1	-8.3	-10.2	-1.4	-5.4	-5.6
CC(NC(=O)CNC(=S)N(Cc1cccs1)C1CCCC1)c1ccccc1 (stereo not drawn)	14.9	-3.6	-2.6	-14.9	-0.8	2.0	-11.7	14.2	-1.1	1.6
CC1CC(=O)Nc2ccccc2N1C(=O)COc1cc(Cl)ccc1Cl (stereo not drawn)	18.6	-1.8	0.3	-18.6	0.1	0.9	4.3	0.6	1.5	-5.3
COc1ccc(CNCCS(=O)(=O)NCc2ccccc2)cc1	6.9	0.6	-4.7	-6.9	0.0	-4.0	-17.3	-6.9	/	-6.0
Cc1cccc(C2c3[nH]c4ccccc4c3CCN2C(=O)CN2CCOC2=O)n1 (stereo not drawn)	-12.5	-1.5	-1.9	12.5	0.5	-1.6	4.1	33.7	3.3	-1.9
O=C(NC1CCCc2ccccc21)C1CCCN(S(=O)(=O)c2cnc[nH]2)C1 (stereo not drawn)	8.0	-0.6	-2.2	-8.0	1.5	-0.1	-8.9	17.2	/	-4.4
Cc1ccc2cc(S(=O)(=O)NCCCN3CCOCC3)ccc2c1	-7.7	2.2	-0.8	7.7	2.3	-6.5	-13.0	-4.6	-1.3	-1.8
CCOc1ccc2[nH]cc(S(=O)(=O)c3ccc(C)cc3)c(=O)c2c1	19.4	-2.7	1.3	-19.4	-1.7	-9.8	6.1	9.8	/	6.3
Cc1ccc(S(=O)(=O)/N=C(/c2ccccc2)N(C)C)c(C)c1	13.0	-1.9	-1.5	-13.0	1.5	5.3	-18.8	-1.3	-3.9	4.4
CCC(C)NC(=O)C1CCCN1S(=O)(=O)c1ccc(Cl)cc1 (stereo not drawn)	19.5	-3.5	1.0	-19.5	1.2	-19.2	-18.6	-8.5	-5.5	-1.9
CCN(CC)S(=O)(=O)c1ccc2c(c1)N(CC(=O)N1CCC(C(N)=O)CC1)C(=O)CO2	12.3	0.2	-2.4	-12.3	0.5	1.7	1.5	-0.6	/	-2.0
Cc1ccc(S(=O)(=O)Oc2ccc(/C=C3/C(=N)N4C(=NC3=O)SN=C4S(C)(=O)=O)cc2)cc1	35.0	-0.8	3.6	-35.0	0.6	-4.9	1.7	49.6	27.6	3.2
Cn1c(SCc2ccc([N+](=O)[O-])cc2)nnc1-c1cccnc1	7.9	-3.4	0.1	-7.9	0.2	-3.5	-4.1	1.5	-1.8	2.0
Cn1c(N)c(Sc2ccc(F)cc2)c(=O)n(C)c1=O	26.7	-0.4	-1.1	-26.7	-1.0	-7.8	6.6	2.3	-5.1	-6.8
CCCC(c1nnnn1Cc1ccc(F)cc1)N1CCN(C)CC1 (stereo not drawn)	12.7	-1.7	-1.2	-12.7	-0.4	-7.7	-8.9	-13.2	1.4	-5.4
OC/C(Br)=C(\Br)CO	8.9	-2.3	-4.8	-8.9	0.4	1.9	15.1	-37.1	/	-3.0

A second format for some results above.
| SMILES | SR-BI uptake up | Keap1-Nrf2 PPI | DAGLB inh | SR-BI DiI inh | C-LANA FP | PKA-R2B activ | PvdQ acylase | Arr AP2 block | NSD2 HMT inh | Cardiac RTF inh |
| --- | --- | --- | --- | --- | --- | --- | --- | --- | --- | --- |
| Cc1ccc(S(=O)(=O)/N=C(/c2ccccc2)N(C)C)c(C)c1 | 13.0 | -1.9 | -1.5 | -13.0 | 1.5 | 5.3 | -18.8 | -1.3 | -3.9 | 4.4 |
| CCC(C)NC(=O)C1CCCN1S(=O)(=O)c1ccc(Cl)cc1 (stereo not drawn) | 19.5 | -3.5 | 1.0 | -19.5 | 1.2 | -19.2 | -18.6 | -8.5 | -5.5 | -1.9 |
| CCN(CC)S(=O)(=O)c1ccc2c(c1)N(CC(=O)N1CCC(C(N)=O)CC1)C(=O)CO2 | 12.3 | 0.2 | -2.4 | -12.3 | 0.5 | 1.7 | 1.5 | -0.6 | / | -2.0 |

Additional structures.
SMILES	SR-BI uptake up	Keap1-Nrf2 PPI	DAGLB inh	SR-BI DiI inh	C-LANA FP	PKA-R2B activ	PvdQ acylase	Arr AP2 block	NSD2 HMT inh	Cardiac RTF inh
CC(OC(=O)Cc1c[nH]c2ccccc12)C(=O)c1ccccc1 (stereo not drawn)	7.0	2.9	-4.3	-7.0	-1.3	7.7	6.6	42.4	0.7	-0.7
Cc1ccc2oc(C(Cl)(Cl)Cl)cc(=O)c2c1	-25.5	-0.8	-7.4	25.5	-1.7	-5.4	-10.6	7.1	-0.6	3.7
S=C(NCc1ccccc1)N1CCc2ccccc2C1	-0.7	2.3	-6.9	0.7	-1.5	5.1	-12.8	-22.4	4.9	6.4
COc1ccc(N2CC(C(=O)Nc3nc(-c4ccccc4)c(C(C)=O)s3)CC2=O)c(OC)c1 (stereo not drawn)	-19.2	-1.3	1.8	19.2	0.9	-13.9	15.1	-4.6	2.4	-15.9
CCn1nc(C(=O)NNC(=O)C(Cc2ccccc2)NC(N)=O)c2ccccc2c1=O (stereo not drawn)	5.1	0.9	-1.6	-5.1	0.9	-3.2	0.3	21.3	-1.7	2.2
O=C(CCNS(=O)(=O)c1ccc(OC(F)(F)F)cc1)Nc1cccc(S(=O)(=O)N2CCCC2)c1	-13.6	-1.9	-1.3	13.6	0.7	-8.8	-28.7	-8.2	0.6	-4.3

The order is random; any-hit rate near 2.1%.
